GlmU inhibition = inhibition of mycobacterial GlmU enzyme – biochemical, glucosamine-1-phosphate acetyltransferase (AID 1376). M. tuberculosis GlmU acetyltransferase enzyme assay; higher % means a stronger effect. one-dose inhibition, %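 (tested at 30 µM in the primary screen)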; IC50 in µM for titrated hits. hit rate 0.25% among 220,000; in the data active means inhibition above about 13%;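 further: 0% = complete reaction with vehicle and 100% = reaction without substrate; strong numbers were not always called active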
RmlCD inh 1536 = M. tuberculosis RmlC/RmlD inhibition | inhibition, % at 3.6 µM | RmlC+RmlD coupled enzyme assay, percent inhibition; primary screen in compound mixtures | P9WH09+P9WH11 | hit rate 0.03% among 160,000; in the data active means inhibition mostly above about 34%, no sharp cut-off; further: some results filed as inactive read as strong as hits
Target sequence (P9WH09 whole entry, looked up): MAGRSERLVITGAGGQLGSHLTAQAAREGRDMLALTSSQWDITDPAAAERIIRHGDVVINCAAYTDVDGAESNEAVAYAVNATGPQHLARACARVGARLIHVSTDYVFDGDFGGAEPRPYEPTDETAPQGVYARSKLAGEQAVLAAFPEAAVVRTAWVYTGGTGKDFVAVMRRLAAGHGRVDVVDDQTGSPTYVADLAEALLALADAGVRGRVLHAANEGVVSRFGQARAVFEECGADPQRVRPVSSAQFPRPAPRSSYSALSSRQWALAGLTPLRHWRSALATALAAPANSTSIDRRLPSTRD
Target sequence (P9WH11 whole entry, looked up): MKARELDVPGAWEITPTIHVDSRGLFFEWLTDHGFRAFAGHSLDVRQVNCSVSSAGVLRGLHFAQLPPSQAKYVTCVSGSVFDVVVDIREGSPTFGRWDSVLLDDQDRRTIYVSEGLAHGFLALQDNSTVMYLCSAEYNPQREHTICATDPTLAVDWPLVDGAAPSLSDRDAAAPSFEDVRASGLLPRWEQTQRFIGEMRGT
An asterisk follows results filed as active; nt = no result given.

Value order – RmlCD inh 1536, GlmU inhibition
> O=C(NCc1ccc(F)cc1)c1ccc(CNc2c(N3CCOCC3)c(=O)c2=O)cc1
→ 6, -0.5%
> C#CC(=O)N(c1cccc(OC)c1)C(C(=O)NC1CCCC1)c1cccs1 (centres undefined)
→ nt, 2.6%
> O=C(CN1C2=NCCN2c2ccccc21)c1ccc(Br)s1
→ -7, -1.0%
> CC1OC(Oc2ccc3ccc(=O)oc3c2-c2c(O)ccc3cc(Oc4ccc5ccc(=O)oc5c4)c(=O)oc23)C(O)C(O)C1O (centres undefined)
→ nt, -2.3%
> Cc1ccc(-c2noc(CSc3nnc(-c4ccncc4)n3-c3ccc(F)cc3)n2)cc1
→ nt, -5.8%
> CC(CCc1ccccc1)NC(=O)C1CCN(C(=O)c2sccc2-n2cccc2)CC1 (centres undefined)
→ 2, -3.6%
> Cc1cc(=O)oc2cc(OC(C)C(=O)NCC3CCCO3)ccc12 (centres undefined)
→ nt, -0.9%
> O=C(O)c1c[nH]c2ccc(S(=O)(=O)N3CCOCC3)cc12
→ nt, 1.0%
> CCC[C@@H]1C[C@@H](C(=O)N[C@@H](C2O[C@H](SC)[C@H](O)[C@@H](O)[C@H]2O)[C@H](C)Cl)N(C)C1 (some centres undefined)
→ 13, -7.3%
> CCc1ccc([C@@H]2C[C@H]3CN(Cc4ccccc4OC)C(=O)[C@]34CCCN24)cc1
→ 0, -0.8%
> Cc1ccc(Cl)c(OC(=O)c2nn(C(C)C)c(=O)c3ccccc23)c1
→ 0, -2.0%
> O=C(COC(=O)c1ccc(-c2ccc([N+](=O)[O-])cc2)o1)NC(=O)NC1CCCCC1
→ -7, 1.4%
> Cc1[nH]n(-c2ccc([N+](=O)[O-])cc2)c(=O)c1C=NCCc1ccc(S(N)(=O)=O)cc1
→ -8, 0.0%
> O=C(NCc1ccco1)C(=O)NCC1OCCN1S(=O)(=O)c1ccc(Cl)cc1 (centres undefined)
→ nt, -5.7%
> CC(=O)Nc1c(-c2ccccc2)nc2ncccn12
→ nt, 3.8%
> CCOC(=O)C(CC)(CC)C(=O)/C=C/c1ccc(Br)cc1
→ nt, 1.7%
> CCn1c(NC(=O)C2CCCCC2)nc2ccccc21
→ nt, 1.1%
> COc1ccc(Cl)cc1-c1nc(N)nc(NC2CCCCC2)n1
→ 5, 0.6%
> CCCCNC(=O)c1onc(CSc2cc(C)cc(C)c2)c1C(=O)NCCCC
→ nt, 1.8%
> O=C1NCCN1C(=O)c1ccco1
→ 4, -1.3%
> COc1ccc(Oc2nc(C)cc(C)c2S(C)(=O)=O)cc1
→ 49, nt
> COC(=O)c1cc(NC(=O)c2cc(C(C)(C)C)nn2Cc2ccc(F)cc2)ccc1N1CCOCC1
→ -9, 2.3%
> CCn1c(COc2cccc(C)c2C)nnc1SCC(=O)N1CCN(c2ccc(OC)cc2)CC1
→ nt, 0.1%
> Cc1cccc(-c2n[nH]c(=S)n2C)c1
→ -5, -0.1%
> Cc1cccc(NC(=O)CCC(=O)N/N=C/c2ccncc2)c1
→ nt, 8.4%
> Cc1cc(C)n2c(SCC(=O)N(C)C3CCS(=O)(=O)C3)nnc2n1 (centres undefined)
→ 19, -2.8%
> CC(Oc1ccc(Cl)cc1Cl)C(=O)Nc1ccc(S(=O)(=O)Nc2cnc3ccccc3n2)cc1 (centres undefined)
→ -6, -1.5%
> COc1cc(NC(=O)c2ccc(S(=O)(=O)N(C)C)cc2)cc(OC)c1OC
→ 2, -4.4%
> CC1(C)Cc2c(sc3c2C2=NCCN2C=N3)CO1
→ nt, -5.2%
> CCCCCCCCCCOC(=O)c1csc2nnsc12
→ -6, 0.1%
> CCOC(=O)C1CCN(Cc2oc(CO)cc(=O)c2O)CC1
→ 3, nt
> COC(c1ccccc1)c1nnc(CCC(=O)N2CCCCCCC2)o1 (centres undefined)
→ 7, 0.9%
> Cc1ccccc1Nc1nc(N)nc(CSCc2c(C)noc2C)n1
→ 59, -3.9%
> Cc1cc(C(=O)OCC(=O)Nc2ccc(S(=O)(=O)N3CCOCC3)cc2)c(C)o1
→ 50, -1.4%
> C#CCn1cc(/C=N/Nc2nc3ccccc3[nH]2)c2ccccc21
→ nt, 0.0%
> S=C(c1ccccc1)N1CCN(C(=S)c2ccccc2)CC1
→ nt, 3.9%
> CCOC(=O)c1cc(C(=O)c2cc(Br)ccc2O)coc1=N
→ 17, -4.2%
> CC(C)CCNC(=O)NC(=O)COC(=O)CNC(=O)C1CCCCC1
→ 4, 6.2%
> COC(=O)CCC(=O)N1CCCC(CNS(=O)(=O)c2ccc(OC)cc2)C1 (centres undefined)
→ 12, 1.7%
> CCCN(Cc1ccccc1)C(=S)Nc1ccc(C(C)=O)cc1
→ 3, 2.6%
> COc1ccc2cc(C3(C)NC(=O)NC3=O)ccc2c1 (centres undefined)
→ -6, 9.1%
> C=CCNCC(=O)NN=C(c1ccccc1)c1ccccc1
→ 54, -1.6%
> CCOC(=O)c1c(NC(=O)Cn2nc(C(F)F)cc2C(F)F)sc(C)c1C
→ -7, 7.1%
> O=C(c1cccs1)N1CCN(c2ncc(Br)cn2)CC1
→ 3, 12%
> Cc1c(C(=O)NCCSCc2c(Cl)cccc2Cl)cccc1[N+](=O)[O-]
→ 25, -0.9%
> CCOc1ccc(C2=NNC(c3cccnc3)=Nc3ccc(OC)cc32)cc1
→ -8, 1.8%
> CCOC(=O)C(C)Oc1cccc2c(=O)n(CC(=O)NCc3ccco3)ccc12 (centres undefined)
→ -9, -0.2%
> CCCCc1ccc2[nH]cc(CCN)c2c1
→ nt, -10%
> COc1ccc(CC(=O)Nc2ccc(-c3nc4cc(C)ccc4o3)c(O)c2)cc1OC
→ 2, -5.5%
> O=S(=O)(N1CCCCC1)N1CCN(c2ccccc2F)CC1
→ -9, -2.2%
> COc1ccc(OC)c(C2=NOC(C(=O)N3CCCc4ccccc43)C2)c1 (centres undefined)
→ nt, -1.7%
> CC1(C)OC1COc1c2ccoc2cc2oc(=O)ccc12 (centres undefined)
→ 19, -0.8%
> COc1ccc(NC(=S)NCCC2=CCCCC2)cc1OC
→ nt, -0.5%
> Cn1c(=O)c2[nH]c(N=NNc3ccccc3F)nc2n(C)c1=O
→ 4, -4.4%
> O=C(CSc1ccc(-c2ccc(F)cc2)nn1)N1CCOCC1
→ -8, 1.3%
> COc1ccc(C)cc1NC(=O)C(OC(=O)c1cccc(S(=O)(=O)N(C)c2ccccc2)c1)c1ccccc1 (centres undefined)
→ -11, 0.0%
> Cn1c(C(=O)NCCCN2CCCCC2)cc2sccc21
→ -7, 1.2%
> CC1(C)OC(=O)N(CC(=O)Nc2cccc(C(F)(F)F)c2)C1(C)O (centres undefined)
→ 2, 2.2%
> Cc1n[nH]c(=O)nc1NCCN(C)C
→ nt, 5.6%
> COc1ccc(C(=O)NNC(=O)CSc2nnc(COc3ccccc3OC)n2C)cc1
→ nt, -3.4%

Of the compounds above, 3 contain two or more sulfur atoms:
Value order – RmlCD inh 1536, GlmU inhibition
> Cc1cc(C)n2c(SCC(=O)N(C)C3CCS(=O)(=O)C3)nnc2n1 (centres undefined)
→ 19, -2.8%
> CCCCCCCCCCOC(=O)c1csc2nnsc12
→ -6, 0.1%
> S=C(c1ccccc1)N1CCN(C(=S)c2ccccc2)CC1
→ nt, 3.9%

Remaining list, next part.
Value order – RmlCD inh 1536, GlmU inhibition
> CCSC1=NCCN1S(=O)(=O)c1ccc(Cl)cc1
→ -16, -4.5%
> COc1cc(OC)nc(Oc2ccc(NC(C)=O)cc2)n1
→ -9, 1.0%
> CCOC(=O)CNC(=O)CSP(=S)(OCC)OCC
→ 6, 2.6%
> CN(C)c1ccc(C2CC(c3cccc(NS(C)(=O)=O)c3)=NN2C(=O)c2ccccc2)cc1 (centres undefined)
→ -2, -0.1%
> Cn1[nH]c(C(F)(F)F)c(C=Nc2ccc(Cl)cc2)c1=O
→ -11, -2.2%
> CCn1c(=O)c(C(=O)CN(C)Cc2ccc(F)cc2)c(N)n(Cc2ccccc2)c1=O
→ 1, 7.6%
> CCOC(=O)C1=C(C)N=c2s/c(=C\c3ccc(OCC(=O)O)cc3)c(=O)n2C1c1ccc(OC(C)C)cc1 (centres undefined)
→ 11, -2.5%
> CCCc1nc2ccccc2c(=O)n1N
→ 10, -3.6%
> COCCCNC(=O)c1c(N)n(-c2ccccc2)c2nc3ccccc3nc12
→ nt, 10%
> O=C(/C=C/c1ccccc1Cl)Nc1ccccc1
→ 13, 0.6%
> CSc1ccc(/C=N/NC(=O)CN2CCN(Cc3ccccc3Cl)CC2)cc1
→ -5, 2.7%
> Cc1ccc(C(=O)Nc2ccc3c(c2)OCO3)o1
→ 5, 8.6%
> CCc1ccc(/C=C2\CN(CC)Cc3c2nc2ccccc2c3C(=O)O)cc1
→ nt, -7.5%
> O=c1c(Cl)c(O)c2cccc3c4ccccc4n1c23
→ -10, 9.1%
> Cc1ccc(N(CC(=O)Nc2cc(C)cc(C)c2)S(=O)(=O)c2cccc3nonc23)cc1
→ 4, 3.1%
> COc1ccccc1C(=O)C1CCCN(C(=O)Nc2ccccc2F)C1 (centres undefined)
→ -9, 2.6%
> COc1ccc(-c2nc(CSCC(=O)NCc3ccc4c(c3)OCO4)c(C)o2)cc1
→ nt, -0.3%
> FC(F)(F)c1cccc(NC(=S)N2CCN(c3cccc(C(F)(F)F)c3)CC2)c1
→ 2, 1.6%
> O=C(NNC(=S)NC1CCCCC1)c1sc2ccccc2c1Cl
→ 10, 8.7%
> O=C(Cc1ccccc1)Nc1nnc(-c2cccc([N+](=O)[O-])c2)s1
→ -6, -3.4%

Record cards, from the list above. Values in the order: RmlCD inh 1536, GlmU inhibition
CC(Oc1ccc(Cl)cc1Cl)C(=O)Nc1ccc(S(=O)(=O)Nc2cnc3ccccc3n2)cc1 (centres undefined) reads -6, -1.5%
O=C(NNC(=S)NC1CCCCC1)c1sc2ccccc2c1Cl reads 10, 8.7%
CC(=O)Nc1c(-c2ccccc2)nc2ncccn12 reads nt, 3.8%
Cc1cccc(-c2n[nH]c(=S)n2C)c1 reads -5, -0.1%

Continuation:
Value order – RmlCD inh 1536, GlmU inhibition
> CN(C(=O)COC(=O)c1sc2ccccc2c1Cl)C1CCCCC1
→ -8, -5.0%
> CC(=O)c1cccc(N(C(=O)CS(=O)CC(=O)Nc2ccc(F)cc2)C(C(=O)NC2CCCCC2)c2ccc(C)o2)c1 (centres undefined)
→ nt, 2.9%
> COC(=O)c1cn(NC(=O)Cc2cccc(C(F)(F)F)c2)c(=O)c2ccccc12
→ -7, 0.9%
> COc1ccc(C(=O)/C=C/c2cc(C(=O)O)cc3c2OCOC3)c(O)c1
→ nt, -0.1%
> CCOc1cc(C(=O)Nc2cc(C)ccn2)cc(OCC)c1OCC
→ nt, 5.7%
> O=C(C1CC(Cl)CN1S(=O)(=O)c1ccc(Cl)cc1)N1CCOCC1 (centres undefined)
→ 11, 2.5%
> Cc1cnc(C(=O)OCC(=O)c2cc(C)n(C)c2C)cn1
→ 6, 1.1%
> O=C(CN1CCN(c2ncccn2)CC1)Nc1ccccc1-n1cccc1
→ 4, -5.6%
> CCN1C(=O)C2C(c3ccc(O)c(OC)c3)NC(C)(C(=O)OC)C2C1=O (centres undefined)
→ 11, 3.8%
> COc1cc(C(=O)OCC(=O)Nc2cc(C)on2)cc(OC)c1OC
→ nt, -4.3%
> COc1ccccc1OCC(O)CNCc1ccc2c(c1)OCO2 (centres undefined)
→ 0, 3.8%
> Fc1ccc(CN2CCN(C(=S)NCCc3ccccc3)CC2)c(Cl)c1
→ nt, 1.5%
> Cc1ccc(S(=O)(=O)NCc2ccc3[nH]c(C)cc3c2)cc1
→ 4, -1.4%
> Cn1c(OCc2cccnc2)nc2c1c(=O)n(Cc1ccc(Cl)cc1)c(=O)n2C
→ nt, 3.1%
> CCOc1ccc(-c2nnc(-c3ccco3)o2)cc1OCC
→ 14, 5.3%
> CC(C)N(CCNC(=O)c1cn(C)c2ccc(S(=O)(=O)N(C)C)cc2c1=O)Cc1ccccc1
→ nt, 6.0%
> Cc1ccc(NC(=O)c2ccc(CSc3ccccn3)cc2)c(O)c1
→ 0, 2.5%
> COc1cc(O)c(C(CC(=O)N2CCN(c3ccccc3)CC2)c2ccc3c(c2)OCO3)c(OC)c1 (centres undefined)
→ nt, 0.1%
> Cc1c(N2C(=O)c3ccccc3C2=O)c(=O)n(-c2ccccc2)n1C
→ nt, 3.1%
> CCOc1ccc2nc(N3CCCCCC3)sc2c1
→ -10, 0.8%
> O=C(O)c1cc(-c2ccc(Cl)s2)[nH]n1
→ -15, 5.4%
> Cc1ccc(C)c(/C(O)=C2/C(=O)C(=O)N(CCN3CCOCC3)C2c2ccco2)c1 (centres undefined)
→ nt, -1.2%
> Nc1c(Cl)ncnc1NCC(O)CO (centres undefined)
→ -13, -0.1%
> CN(C)C(=O)c1ccc(NC(=O)c2cccnc2)cc1
→ nt, -1.9%
> CCOC(=O)N1CCN(c2c(NCCCN3CCCCCC3)c(=O)c2=O)CC1
→ nt, -8.2%
> N/C(=N\OC(=O)COc1ccccc1)c1ccncc1
→ 10, -0.7%
> CCCOc1ccc(C(C)=O)cc1CC(C(N)=O)C(N)=O
→ -3, nt
> COc1ccc(N(CC(=O)NCCC2=CCCCC2)S(=O)(=O)c2ccccc2F)cc1
→ 6, -5.0%
> CNc1nc(-c2ccc3c(c2)CCN3C(=O)c2cccc(F)c2)cs1
→ 3, 1.8%
> C#CCSc1nnc(-c2c[nH]c3ccccc23)n1C
→ 7, -4.1%
> CCCCCCc1cc2cc(C(=O)OCC)c(=O)oc2cc1O
→ -6, 0.8%
> COc1ccc(N=Nc2cc(C)ccc2O)cc1
→ -11, -3.2%
> Cc1ccc(NC(=O)N2N=C(c3ccc(F)cc3)CC2c2ccc(F)cc2)cc1 (centres undefined)
→ 5, 0.3%
> COCCSc1nnc(NC(=O)c2ccc(NC(=O)C(C)C)cc2)s1
→ 4, -9.1%

Screens: PubChem, several laboratories

An excerpt; the hit share may differ from the screen's.
